DENV2 CPE: inhibitors of DENV2 cytopathic effect | DENV2-infected cells, cytopathic effect rescue, plate reader | CPE inhibition, % at 9.99 µM | 350,000 tested, 1.7% active | AID 651640; in the data active means CPE inhibition above about 20%, passing the limit was not always enough; inconclusive means no clear call, values can overlap the other calls; tested in BHK-21 cells;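 further: 0% = median of neutral control wells and 100% = median of positive control wells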
SIRT5 block: sirtuin-5 (human) deacylase inhibition. Purified SirT5, succinyl-peptide AMC, trypsin-coupled fluorescence. inhibition, % at 15 µM. 330,000 tested, 1.1% active; in the data active means inhibition above about 15%; inconclusive means no clear call, values can overlap the other calls
Target sequence (Q9NXA8 whole entry, looked up): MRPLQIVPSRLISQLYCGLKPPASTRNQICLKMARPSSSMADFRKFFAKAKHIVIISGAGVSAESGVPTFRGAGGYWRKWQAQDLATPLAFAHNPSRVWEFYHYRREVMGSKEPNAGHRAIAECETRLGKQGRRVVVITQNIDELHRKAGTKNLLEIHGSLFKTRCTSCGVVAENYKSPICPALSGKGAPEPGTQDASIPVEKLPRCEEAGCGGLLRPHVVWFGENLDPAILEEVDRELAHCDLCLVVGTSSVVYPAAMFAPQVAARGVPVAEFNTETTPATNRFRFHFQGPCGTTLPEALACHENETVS
ARNT TACC3 PPI: disruptors of human ARNT/TACC3 interaction; Q9Y6A5; AlphaScreen His-ARNT PAS-B/GST-TACC3 binding, luminescence; TACC3 fragment carries E629A point mutation; inhibition, % at 9.99 µM; 390,000 tested, 0.66% active; AID 623870;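 active means mean inhibition of replicates at least 50% and at least half of replicates each reaching 50%; inconclusive means half or more replicates reach 50% but mean below 50%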;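 further: 0% = complete ARNT plus TACC3 wells and 100% = ARNT alone without TACC3; many hits fall short of the cut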
EWS-Fli inh: blocks EWS/Fli oncoprotein-driven transcription; inhibition, % at 12.6 µM; 350,000 tested, 0.67% active; A673 NR0B1-luciferase reporter, viability-normalised;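 active means mean inhibition of at least 50% after viability correction, with every replicate also passing that limit; inconclusive means mean reaches 50% but only one of two replicates passes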;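 further: firefly luciferase signal divided by Alamar Blue viability fluorescence both relative to DMSO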
PAX8 inh HTS: PAX8 transcriptional activity inhibition; RMG-I TPO-luciferase reporter, SteadyGlo, 24 h; inhibition, % at 12.6 µM; 360,000 tested, 1.2% active;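 active means mean replicate inhibition at least 60% with every replicate also reaching 60%; inconclusive means only one of the two criteria is met; inactive means mean below 60% and not all replicates reaching 60%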;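 further: luciferase light reporting Pax8 driven TPO promoter activity; plate controls were median of neutral control wells for no effect and mitoxantrone controls for full effect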
Casp6 inh: blocks human caspase-6 cleavage activity; P55212; 350,000 tested, 0.53% active; inhibition, % at 12.5 µM; purified caspase-6, Z-VEID-R110 cleavage fluorescence;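 active means mean inhibition across replicates at least about 35%, with every replicate also reaching that limit, limit read from the data; inconclusive means only one of the two criteria met; inactive means neither criterion met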;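 further: 0% = median of neutral control wells and 100% = no fluorescence left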
Target sequence (P55212 24-179 limits assumed): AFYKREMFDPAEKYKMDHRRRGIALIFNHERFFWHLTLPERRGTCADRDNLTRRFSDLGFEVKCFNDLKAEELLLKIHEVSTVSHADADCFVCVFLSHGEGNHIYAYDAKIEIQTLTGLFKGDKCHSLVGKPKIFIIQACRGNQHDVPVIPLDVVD
Target sequence (P55212 194-293 limits assumed): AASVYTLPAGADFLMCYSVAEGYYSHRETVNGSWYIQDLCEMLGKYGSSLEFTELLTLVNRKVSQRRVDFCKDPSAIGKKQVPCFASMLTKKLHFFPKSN
LGR2 inh: blocks bursicon-induced cAMP signaling via Drosophila LGR2; HEK293 LGR2, CRE-luciferase, bursicon-stimulated, 4 h; inhibition, % at 9.99 µM; 380,000 tested, 0.35% active;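 active means drop in luminescence signal, shown as inhibition above about 50% in the replicate tests, limit read from the data, passing the limit was not always enough; inconclusive means probably only some replicates passing the limit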;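 further: agonist challenge used bursicon conditioned medium at about half maximal strength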
* hit, by the source's call; u = inconclusive; x = not tested or not shown. Compounds as they come; 4.9% or so of the library scored in one or more.

Below each compound – DENV2 CPE | SIRT5 block | ARNT TACC3 PPI | EWS-Fli inh | PAX8 inh HTS | Casp6 inh | LGR2 inh
C[C@@H]1CN([C@H](C)CO)S(=O)(=O)c2ccc(Br)cc2O[C@@H]1CN(C)S(C)(=O)=O
 : 6 | 0 | -2 | -1 | x | -3 | 8
CC(=O)N(c1ccccc1)C1CCCC1
 : u | -2 | -5 | -2 | 3 | 2 | 18
O=C(Sc1ccc(Cl)cc1)c1ccccn1
 : 15 | -2 | 4 | 33 | -7 | 7 | 0
CCOC(=O)N1CCC(Nc2ncnc3c2cnn3-c2ccc(C)cc2C)CC1
 : -3 | x | 2 | 3 | 16 | 3 | 6
C[C@H]1CN([C@@H](C)CO)S(=O)(=O)c2ccc(C#CC3CCCC3)cc2O[C@@H]1CN(C)C(=O)Cc1ccccc1
 : x | x | x | -8 | -22 | x | 15
COc1ccc(CCN=C(N)NS(=O)(=O)c2cccs2)cc1
 : 1 | -2 | 0 | 10 | 10 | 2 | -1
O=C(Cc1ccccc1[N+](=O)[O-])NC1CCN(Cc2ccccc2)CC1
 : 6 | 1 | 0 | 8 | 6 | -6 | -11
CC(NC(=O)C1CCN(S(=O)(=O)c2cccc3nonc23)CC1)c1ccccc1 (stereo not given)
 : u | 4 | -4 | -2 | 2 | 0 | 9
CC(C)CC(NC(=O)C1CCC(C)CC1)C(=O)Nc1ccccc1F (stereo not given)
 : -5 | -3 | -4 | -2 | 16 | 0 | -6
COc1cccc(NC(=O)CN(C)CC(=O)Nc2ccc(C)cc2Cl)c1
 : -3 | 0 | -10 | 11 | 3 | 5 | 2
COc1ccc(C(=O)N2CCN=C2SCc2cccnc2)c(OC)c1
 : 2 | x | -9 | -1 | 14 | -1 | -8
O=C(O)C1=C[C@H](c2cccs2)C[C@H](OCc2ccc(CO)cc2)O1
 : 7 | 2 | -5 | 2 | 7 | -1 | 8
C[C@@H]1CN([C@H](C)CO)C(=O)c2cc(NC(=O)C3CCCCC3)ccc2O[C@H]1CN(C)S(C)(=O)=O
 : -2 | 2 | -7 | 1 | -14 | -2 | -8
COc1ccc(NC(=O)CSc2cccc3cccnc23)c(OC)c1
 : 4 | 1 | 4 | -5 | -10 | 4 | 1
Cc1ccc(C(=O)NCc2cccnc2)o1
 : -10 | -3 | -5 | -8 | 1 | -2 | -7
COc1ccc(C(=O)O/N=C(\C)c2nccs2)cc1
 : 16 | 4 | 0 | 2 | 2 | 1 | x
CCCCN(C)CCCNC(=O)CN1N=C(c2ccc(Cl)cc2)CCC1=O
 : 11 | -2 | -6 | 2 | 13 | 4 | 11
CO[C@H]1CN(C)C(=O)c2cc(NC(=O)NC(C)C)ccc2OC[C@H](C)N(C(=O)NC(C)C)C[C@@H]1C
 : 10 | -3 | 1 | -3 | 0 | 0 | -4
COCCCNC(=O)C[C@@H]1C[C@@]2(C(=O)OC)CC(C)(C)CC=C2N(CCc2ccc(OC)c(OC)c2)C1=O
 : -2 | 0 | x | -10 | -4 | 1 | -21
Cc1oc(-c2ccccc2F)nc1CS(=O)(=O)CC(=O)N1CCOCC1
 : -4 | -2 | -10 | 3 | -14 | 3 | -16
O=C(OCC(=O)N1CCOCC1)c1ccc(O)cc1
 : 9 | 0 | -3 | -5 | -24 | -2 | -3
COc1ccccc1CNC(=O)C(=O)NCC1OCCCN1S(=O)(=O)c1cccs1 (stereo not given)
 : u | 3 | 0 | x | -9 | 0 | 6
C[C@@H](NC(=O)C[C@H]1C=C[C@@H](NC(=O)C2CCOCC2)[C@@H](CO)O1)c1ccccc1
 : 7 | 0 | -1 | -7 | -9 | 4 | 19
COc1ccc(S(=O)(=O)N2CCOC23CCN(S(=O)(=O)c2ccc([N+](=O)[O-])cc2)CC3)cc1
 : -12 | -2 | -8 | 12 | 8 | -213 | 5
Nc1nc(Nc2ccccc2)nc(NCc2ccccc2)c1[N+](=O)[O-]
 : 2 | -4 | 1 | 3 | 14 | 8 | 1
CCC(=O)N(CCC1(C(C)C)CCOC(C)(C)C1)C(C)c1cccs1 (stereo not given)
 : 1 | 12 | 8 | 0 | 14 | -2 | 12
CC(C)=NNC1=NC(C)(C)Cc2ccccc21
 : 4 | -2 | 0 | 2 | -24 | -6 | x
NC(=O)Cn1nc2sc3ccccc3n2c(=O)c1=O
 : -1 | -2 | x | 4 | 17 | -1 | -1
CN(C)N1C(=O)c2c(Cl)c(Cl)c(Cl)c(Cl)c2C1=O
 : 2 | -3 | 17 | 9 | -1 | 1 | 23
CC(=O)N(C)C[C@H]1Oc2ncc(-c3ccc(C(=O)N(C)C)cc3)cc2C(=O)N([C@H](C)CO)C[C@@H]1C
 : -6 | x | -9 | -8 | -12 | -1 | 9
O=c1[nH]c(SCc2ccccc2)nc2c1cnn2-c1ccc(F)cc1
 : u | 4 | -5 | 10 | 1 | -2 | 10
COc1ccc(CCN(C)C(=O)CSc2nnc(-c3ccco3)o2)cc1OC
 : 6 | -4 | -4 | x | 1 | -5 | -12
CC(C)Cc1ccc(CN2CCC(n3nccc3NC(=O)C3CCCC3)CC2)cc1
 : -6 | -3 | -6 | x | 13 | -4 | -3
COCC(=O)Nc1ccc2c(c1)C(=O)N(C)C[C@H](OC)[C@H](C)CN(C(=O)c1ccccc1)[C@H](C)CO2
 : 7 | 4 | -7 | 2 | -9 | x | -1
COc1ccc2c(c1OC)C(=O)N1C2SC(C)(C)[C@H]1C(=O)NCCCOC(C)C (stereo not given in full)
 : 1 | -2 | -8 | 6 | 18 | -2 | 8
Cc1ccc(O)c(NC(=O)C2CCCCC2)c1
 : 1 | 10 | -3 | 15 | -1 | 0 | 28
O=C(NCc1cccc2[nH]ccc12)C1CCC(=O)N(CCc2ccccc2)C1 (stereo not given)
 : 14 | 8 | 4 | x | -6 | 0 | 3
Cc1cccc(S(=O)(=O)N2CCCCN3[C@@H](CO)[C@@H](c4ccc(C#C[C@H](C)O)cc4)[C@@H]3C2)c1
 : 14 | 4 | 3 | 7 | 10 | -2 | 4
COc1cccc(/C=N/NC(=O)CNC(=O)c2ccc(S(=O)(=O)N3CCCC3)cc2)c1OC
 : -2 | -3 | -2 | 2 | 8 | 0 | -3
O=C(c1cccc(F)c1)N1CC(=O)N2[C@H](C1)[C@H](c1ccc(/C=C/c3ccccc3)cc1)[C@@H]2CO
 : 5 | 13 | x | 17 | 63* | 2 | 7
COC(=O)c1ccc(CO/N=C(\NC(C)=O)c2nonc2NC(C)=O)cc1
 : x | x | -3 | x | 8 | x | -24
CC(C)(C)OC(=O)NCCCC[C@@H](C(=O)N1CCN(C(=O)OC(C)(C)C)CC1)n1cc(CCC(=O)O)nn1
 : 0 | x | -12 | 1 | -17 | -3 | 3
O=C(CN1CCCC1)Nc1ccc([N+](=O)[O-])cc1Cl
 : -1 | 2 | -2 | -11 | -4 | 3 | 2
C[C@@H]1CN([C@@H](C)CO)S(=O)(=O)c2ccc(C#Cc3ccncc3)cc2O[C@H]1CN(C)C(=O)Nc1ccc2c(c1)OCO2
 : 18 | 8 | 4 | 71* | 103* | -2 | x
O=C(CCN1CCOCC1)N/N=C/c1cc([N+](=O)[O-])ccc1OC(F)F
 : 22* | 2 | -6 | 13 | 30 | 2 | 0
Cc1cc(C)c(NC(=O)COC(=O)CCn2c(C)csc2=O)c(C)c1
 : -6 | -3 | 8 | -5 | -3 | 2 | 11
COC(=O)c1cccc(C(=O)N2CCC(CO)(Cc3ccccc3Cl)CC2)c1
 : 4 | -1 | -6 | 6 | 7 | 2 | 6
COc1ccc(COC[C@]23NC(=O)N[C@H](c4ccccc4O2)[C@H]3CO)cc1
 : -10 | 0 | -4 | -4 | -3 | -2 | x
Cc1nc2ccccc2c2oc(C(=O)N3CC(C)CC(C)C3)cc12 (stereo not given)
 : 0 | 1 | 9 | 4 | 18 | 3 | -12
Cc1onc(-c2c(Cl)cccc2Cl)c1C(=O)NC(=S)N1CCOCC1
 : -11 | 0 | -37 | 15 | -9 | -6 | x
COc1ccc(-c2csc(NC(=O)C3=COCCO3)n2)cc1OC
 : -3 | 3 | 7 | -97 | -224 | -5 | -79
O=C(CN1CCC(NC(=O)Nc2ccccc2)CC1)Nc1ccc([N+](=O)[O-])cc1
 : -1 | 2 | -4 | 3 | 2 | -4 | -2
CC(=O)Nc1ccccc1C(=O)C(=O)Nc1cccc(C(=O)NC2CC2)c1
 : x | x | -5 | x | -9 | x | -5
CC(C(=O)OCC(=O)NC1CCCC1)N1C(=O)c2ccccc2C1=O (stereo not given)
 : -4 | x | -7 | 5 | 20 | 1 | 8
Cc1noc(C)c1NC(=O)Nc1ccc2c(c1)CC(=O)N([C@H](C)CO)C[C@H](C)[C@@H](CN(C)S(C)(=O)=O)O2
 : 10 | x | x | x | -38 | 1 | -4
CCCc1nc(SC2CCCC2)c2c(=O)n(C)c(=O)n(C)c2n1
 : 10 | 3 | -4 | 10 | 0 | 0 | 9
Cc1ccc(OCCCC(=O)NC(C)c2ccccc2)c(C)c1 (stereo not given)
 : -2 | -3 | -3 | 13 | -27 | 4 | 22
CCOc1c(Br)cc(CNc2ccc(N3CCOCC3)cc2)cc1OC
 : 1 | -9 | -2 | 0 | 4 | -1 | 6
COCCCNC(=O)CN1C(=O)CSc2ncccc21
 : 8 | x | -6 | -4 | -7 | 2 | 0
COCC(=O)N1CCCCN2[C@@H](CO)[C@@H](c3ccc(-c4ccc(OC)cc4)cc3)[C@@H]2C1
 : -8 | -2 | -4 | x | -26 | 0 | 7

Gathered by group: the entries above with four or more nitrogen atoms.
Below each compound – DENV2 CPE | SIRT5 block | ARNT TACC3 PPI | EWS-Fli inh | PAX8 inh HTS | Casp6 inh | LGR2 inh
CCOC(=O)N1CCC(Nc2ncnc3c2cnn3-c2ccc(C)cc2C)CC1
 : -3 | x | 2 | 3 | 16 | 3 | 6
CC(NC(=O)C1CCN(S(=O)(=O)c2cccc3nonc23)CC1)c1ccccc1 (stereo not given)
 : u | 4 | -4 | -2 | 2 | 0 | 9
CCCCN(C)CCCNC(=O)CN1N=C(c2ccc(Cl)cc2)CCC1=O
 : 11 | -2 | -6 | 2 | 13 | 4 | 11
CO[C@H]1CN(C)C(=O)c2cc(NC(=O)NC(C)C)ccc2OC[C@H](C)N(C(=O)NC(C)C)C[C@@H]1C
 : 10 | -3 | 1 | -3 | 0 | 0 | -4
Nc1nc(Nc2ccccc2)nc(NCc2ccccc2)c1[N+](=O)[O-]
 : 2 | -4 | 1 | 3 | 14 | 8 | 1
NC(=O)Cn1nc2sc3ccccc3n2c(=O)c1=O
 : -1 | -2 | x | 4 | 17 | -1 | -1
CC(=O)N(C)C[C@H]1Oc2ncc(-c3ccc(C(=O)N(C)C)cc3)cc2C(=O)N([C@H](C)CO)C[C@@H]1C
 : -6 | x | -9 | -8 | -12 | -1 | 9
O=c1[nH]c(SCc2ccccc2)nc2c1cnn2-c1ccc(F)cc1
 : u | 4 | -5 | 10 | 1 | -2 | 10
CC(C)Cc1ccc(CN2CCC(n3nccc3NC(=O)C3CCCC3)CC2)cc1
 : -6 | -3 | -6 | x | 13 | -4 | -3
COc1cccc(/C=N/NC(=O)CNC(=O)c2ccc(S(=O)(=O)N3CCCC3)cc2)c1OC
 : -2 | -3 | -2 | 2 | 8 | 0 | -3
COC(=O)c1ccc(CO/N=C(\NC(C)=O)c2nonc2NC(C)=O)cc1
 : x | x | -3 | x | 8 | x | -24
CC(C)(C)OC(=O)NCCCC[C@@H](C(=O)N1CCN(C(=O)OC(C)(C)C)CC1)n1cc(CCC(=O)O)nn1
 : 0 | x | -12 | 1 | -17 | -3 | 3
C[C@@H]1CN([C@@H](C)CO)S(=O)(=O)c2ccc(C#Cc3ccncc3)cc2O[C@H]1CN(C)C(=O)Nc1ccc2c(c1)OCO2
 : 18 | 8 | 4 | 71* | 103* | -2 | x
O=C(CCN1CCOCC1)N/N=C/c1cc([N+](=O)[O-])ccc1OC(F)F
 : 22* | 2 | -6 | 13 | 30 | 2 | 0
O=C(CN1CCC(NC(=O)Nc2ccccc2)CC1)Nc1ccc([N+](=O)[O-])cc1
 : -1 | 2 | -4 | 3 | 2 | -4 | -2
Cc1noc(C)c1NC(=O)Nc1ccc2c(c1)CC(=O)N([C@H](C)CO)C[C@H](C)[C@@H](CN(C)S(C)(=O)=O)O2
 : 10 | x | x | x | -38 | 1 | -4
CCCc1nc(SC2CCCC2)c2c(=O)n(C)c(=O)n(C)c2n1
 : 10 | 3 | -4 | 10 | 0 | 0 | 9

Screening data (PubChem BioAssay)
